DAGLB inhibitor = diacylglycerol lipase beta (human) inhibition; AID 504411; inhibition, % at 5.17 µM; Q8NCG7; actives 0.059% (n = 340,000); HEK293T DAGLB membrane lysate, EnzChek fluorogenic substrate; in the data active = inhibition above about 34%;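 note: 0% = enzyme with vehicle and 100% = wells lacking enzyme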
Target sequence (Q8NCG7 whole entry, looked up): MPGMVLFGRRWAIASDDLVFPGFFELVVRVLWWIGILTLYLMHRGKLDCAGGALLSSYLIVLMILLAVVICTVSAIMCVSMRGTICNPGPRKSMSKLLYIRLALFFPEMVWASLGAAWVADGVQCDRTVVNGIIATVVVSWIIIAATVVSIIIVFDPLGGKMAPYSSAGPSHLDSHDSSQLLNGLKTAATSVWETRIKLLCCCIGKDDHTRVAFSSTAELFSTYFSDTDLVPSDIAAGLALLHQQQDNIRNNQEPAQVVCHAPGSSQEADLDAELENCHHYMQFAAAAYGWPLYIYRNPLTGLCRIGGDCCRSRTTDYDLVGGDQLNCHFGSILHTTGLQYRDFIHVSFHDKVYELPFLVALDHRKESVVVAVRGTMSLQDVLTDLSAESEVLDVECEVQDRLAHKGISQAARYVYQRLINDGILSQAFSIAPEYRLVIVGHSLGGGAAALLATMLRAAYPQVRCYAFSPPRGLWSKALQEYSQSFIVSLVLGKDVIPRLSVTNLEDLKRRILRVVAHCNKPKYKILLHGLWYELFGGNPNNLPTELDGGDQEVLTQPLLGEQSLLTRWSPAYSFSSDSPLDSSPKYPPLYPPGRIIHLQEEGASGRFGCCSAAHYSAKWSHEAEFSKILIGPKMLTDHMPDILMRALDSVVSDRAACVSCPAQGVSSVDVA
Keap1-Nrf2 PPI = disrupts human Keap1 binding to Nrf2 peptide; Q14145; actives 0.15% (n = 340,000); Keap1 Kelch-Nrf2 peptide fluorescence polarization, 1536-well; AID 504523; inhibition, % at 9.4 µM; in the data active = inhibition above about 12%;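 note: human Keap1 Kelch domain with fluorescein labeled Nrf2 9mer peptide probe; 0% = neutral control wells and 100% = peptide positive control; higher means more block of Keap1 binding to Nrf2 peptide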
CAL PDZ FP-1 = blocks peptide binding to human CAL PDZ domain | purified CAL PDZ, TMR-peptide fluorescence polarization, 1 h | Q9HD26 | actives 0.02% (n = 330,000) | AID 504414 | inhibition, % at 20 µM;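 active = highest replicate inhibition of at least 40%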;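 note: plate controls were DMSO neutral control wells for no effect and unlabeled competitor peptide control wells for full effect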
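Control set: unlabelled peptide and DMSO controls / Material: purified CerCALP PDZ construct / Timing: 1 h incubation at room temperature before polarization reading / Doses: 20 µM, one dose / Detection: fluorescence polarization (mP)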
Rtt109 Vps75 = C. albicans Rtt109 histone acetyltransferase inhibition | Q5AAJ8 | actives 0.16% (n = 330,000) | AID 540336 | inhibition, % at 34.9 µM | purified Rtt109/Vps75, ThioGlo CoA-SH fluorescence, 4 h;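 active = inhibition of at least 50% in every replicate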
Target sequence (Q5AAJ8 whole entry, looked up): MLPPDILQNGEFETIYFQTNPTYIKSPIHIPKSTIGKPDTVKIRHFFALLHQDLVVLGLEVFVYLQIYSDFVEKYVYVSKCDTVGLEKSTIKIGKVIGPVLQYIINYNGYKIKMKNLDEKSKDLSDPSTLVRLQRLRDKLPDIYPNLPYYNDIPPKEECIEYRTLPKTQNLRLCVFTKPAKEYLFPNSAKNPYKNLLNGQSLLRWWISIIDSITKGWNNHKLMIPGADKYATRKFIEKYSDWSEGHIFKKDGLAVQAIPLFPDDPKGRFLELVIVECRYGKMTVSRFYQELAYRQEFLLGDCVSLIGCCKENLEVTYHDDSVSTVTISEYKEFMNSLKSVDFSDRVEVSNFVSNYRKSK
RTF Ca sens inh = cardiac RTF calcium desensitization; P19429+P45379; inhibition, % at 7.15 µM; IANBD-labeled cardiac RTF, Ca2+ fluorescence; actives 0.12% (n = 340,000); AID 493244;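 active = inhibition above the mean inhibition of all tested compounds plus 3 SD, cut at about 17% in these data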;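 note: assay run at fixed EC70 calcium of 1.6 mM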
SR-BI uptake up = activators of SR-BI mediated HDL lipid uptake | CHO ldlA[mSR-BI] cells, DiI-HDL uptake fluorescence, 3 h; 100 = double the neutral-control signal | actives 0.096% (n = 320,000) | AID 504775 | activation, % at 12.5 µM;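 active = mean replicate activation of at least 60% and every replicate at or above 60%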;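 note: 0% = median plate neutral-control signal and 100% = twice that signal; values of inactives mirror those of a sister screen read the other way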
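Assay system: LDL receptor-deficient CHO ldlA cells overexpressing murine SR-BI / Medium: BSA-supplemented, HEPES-buffered Ham's F12, pH 7.4 / Probe or stimulus: DiI-labelled HDL at 10 µg/mL final / Timing: compound with DiI-HDL co-incubation, 3 h at 37 °C / Technique: bottom-read cell fluorescence after medium removal, ex 550/em 595 nm / Measure: HDL uptake via cellular fluorescence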
cardiac RTF act = cardiac RTF calcium sensitization. activation, % at 7.2 µM. actives 0.24% (n = 340,000). AID 493008. P19429+P45379. IANBD-labeled TnC RTF fluorescence at EC20 calcium; 0% EC20 calcium, 100% full calcium;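 active = activation above the mean over all tested compounds plus 3 SD, cut at about 30% in these data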;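 note: rise in fluorescence read as greater calcium sensitivity of cardiac thin filaments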
LANA DNA inh = inhibitors of KSHV LANA C-terminal domain DNA binding; MBP-C-LANA/FAM-LBS DNA binding, fluorescence polarization; actives 0.078% (n = 340,000); inhibition, % at 9 µM;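 active = highest replicate inhibition at or above 60% at 9 µM, even if other replicates fall short; inactive = all replicates below 60% inhibition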;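 note: 0% = neutral control wells and 100% = 4 µM acridine orange control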
PKA-R2B activ = PKA-R2B complex activation; actives 0.079% (n = 340,000); AID 504700; PKA-R2B holoenzyme dissociation, Cy5-IP20 fluorescence polarization; R2B truncated from residue 108, S112A mutant; 0% DMSO only, 100% 113 µM cGMP; activation, % at 11.4 µM;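 active = activation above a cutoff set at the mean over all compounds plus 3 SD, cut at about 18% in these data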;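 note: higher means more holoenzyme dissociation and a rise in polarization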
CAL PDZ FP-2 = inhibitors of human CAL PDZ peptide binding; Q9HD26; purified CAL PDZ, TMR-peptide fluorescence polarization, 1 h; inhibition, % at 24.9 µM; actives 0.92% (n = 300,000); AID 602252;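 active = mean inhibition of at least 30% with at least half of replicates also reaching 30%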;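 note: 0% = DMSO neutral control and 100% = excess unlabeled competitor peptide PRC23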
An asterisk follows results filed as active; x = no result given; & = joins results of further samples; ! = not confirmed by another sample. The list is partial. The share of hits here may be higher or lower than overall.

The line under a structure holds: DAGLB inhibitor, Keap1-Nrf2 PPI, CAL PDZ FP-1, Rtt109 Vps75, RTF Ca sens inh, SR-BI uptake up, cardiac RTF act, LANA DNA inh, PKA-R2B activ, CAL PDZ FP-2
O=C(CCN1CCC(c2ccccc2)C1)c1ccc2c(c1)OCCO2 (stereo unspecified)
→ 0.8, -19.6, -0.3, 47.7, -16.0, -3.9, 1.3, -0.9, 3.2, 4.6
C/C=C(/C)C(=O)O[C@@H]1c2c(ccc3ccc(=O)oc23)OC(C)(C)[C@@H]1OC(=O)/C(C)=C\C
→ -9.6, -0.7, -1.0, 2.0, -0.8, 25.6, -2.6, -1.3, -6.5, 12.8
CC[n+]1c(C)sc2cc(OC)ccc21
→ 1.0, -11.0, -1.0, 1.9, -10.6, -10.0, 1.5, 1.3, -6.1, -0.3
O=C(CCNNC(=O)c1ccncc1)NCc1ccccc1
→ 0.6, -2.8, 0.3, -1.7, 3.5, 29.3, 9.1, -0.4, -8.7, -1.4
CN1CCN(C(c2ccccc2)c2ccccc2)CC1
→ 2.1, -2.9, 1.2, -0.7, -16.5, 22.0, 0.0, -0.1, 4.2, -7.1
CN(C)CCOC(C)(c1ccccc1)c1ccccn1 (stereo unspecified)
→ 1.3, -3.9, -0.4, 2.2, -3.1, 7.2, 0.7, 1.7, -6.3, 6.3
CC12CCC(CC1)C(C)(C)O2
→ 1.1, -3.2, 0.3, -11.2, -3.7, -5.2, 1.8, 0.5, -3.6, -3.8
C1CCC(C(CC2CCCCN2)C2CCCCC2)CC1 (stereo unspecified)
→ 7.5&5.6, 6.6&-3.1, -2.6&-1.8, 77.6*!, 11.2&13.2, 10.5&13.6, -4.5&3.3, 1.2&-0.6, -6.9&-6.1, -6.0&12.5
CCC(C)n1ncn(-c2ccc(N3CCN(c4ccc(OCC5COC(Cn6cncn6)(c6ccc(Cl)cc6Cl)O5)cc4)CC3)cc2)c1=O (stereo unspecified)
→ 16.5, 0.6, 0.3, -4.6&-2.1, 5.7, -83.0&-60.2, 23.5, 0.6, -5.8, -2.8
O=C(c1ccc(F)cc1)C1CCN(CCn2c(=O)[nH]c3ccccc3c2=O)CC1
→ 1.6&1.4, -4.9&-5.7, -0.8&-1.4, 7.8&7.5, -12.4&-15.0, -21.6&-17.1, -0.4&8.6, -1.1&-3.2, -5.3&6.5, -0.2&1.6
CN1CCN(CCC(=O)N2c3ccccc3Sc3ccc(C(F)(F)F)cc32)CC1
→ 0.1, 0.0, 0.4, 7.7, 7.7, -7.1, -1.5, -0.3, -14.0, -4.3
Cc1ccc(CN2CCN(Cc3cccc4nccnc34)CC2CCO)cc1 (stereo unspecified)
→ -0.3, -0.1, -0.7, -4.9, -2.5, x, -1.4, -1.7, 3.3, 2.8
CCCn1cnc2c1c(=O)n(CCCCC(C)=O)c(=O)n2C
→ -3.1, -0.5, -0.4, 0.0, -9.6, 27.6, -8.1, 4.1, -6.6, -1.4
Cc1cc(-c2ccccc2)nnc1NCCN1CCOCC1
→ -1.1, -0.2, 0.8, -4.0, 6.5, 20.6, -5.2, 0.9, 4.4, -3.8
Cc1c(NC(=O)c2cccnc2)c(=O)n(-c2ccccc2)n1C
→ -1.4, -6.1, -0.3, 3.0, -5.5, -36.5, 3.6, -1.1, 3.9, x
COc1ccc(/C=C/C(=O)Nc2ccccc2C(=O)O)cc1OC
→ 5.0, -3.3, -3.9, 3.2, 9.0, 13.2, 5.9, 0.2, 8.4, -12.1
c1ccc(CC2=NCCN2)cc1
→ -1.1, -3.5, -0.3, 2.7, 2.6, 19.7, 1.4, 2.6, 1.9, -2.4
CC(=O)OCC1=C[C@@H]2OC(=O)C3=CO[C@@H](O[C@@H]4O[C@H](CO)[C@@H](O)[C@H](O)[C@H]4O)[C@H]1[C@@H]32
→ -0.6, -8.6, -2.1, 4.9, 0.4, 16.5, 0.7, 2.8, 0.5, 1.3
NC(=O)c1cn(Cc2c(F)cccc2F)nn1
→ -0.6, 1.0, 0.2, -3.8, -0.8, 3.1, -0.4, 0.0, -4.4, 4.5
CC[N+](C)(CC)CCOC(=O)C(O)(c1ccccc1)C1CCCCC1 (stereo unspecified)
→ -0.2, -0.1, 0.5, -4.0, 9.2, 14.1, 7.1, -1.1, -1.2, -1.2
CCCCCCO
→ 0.2, 3.0, -2.4, 4.5, 2.7, 4.7, -3.8, -0.8, -2.9, -8.7
COC(=O)c1ccc(O)cc1
→ 2.1, 6.4, -0.6, -2.7, -17.0, 9.4, 0.5, -1.0, -1.8, -3.7
NC(=O)c1cccc(-c2cc(Nc3ccc(OC(F)(F)F)cc3)ncn2)c1
→ -2.3, -1.1, -1.9, 22.6, -19.7, -21.3, -10.3, 1.4, -5.9, -2.3
COc1ccc(C(=O)NCc2ccc(OCCN(C)C)cc2)cc1OC
→ -2.2, -1.1, 0.7, 4.4, 10.1, 11.3, -9.3, 5.8, -8.2, -1.6
CC(=O)c1ccc2c(c1)N(CCCN(C)C)c1ccccc1S2
→ 1.8, 0.2, 0.3, 1.0, 13.5, -0.7, 10.0, -0.2, -1.0, 3.5
CC(COc1ccccc1)NC(C)C(O)c1ccc(O)cc1 (stereo unspecified)
→ 1.3, 0.5, -0.3, 18.3, -10.4, 18.5, 1.4, 0.2, -0.9, 0.3
CC(C(=O)O)c1ccc(C(=O)c2cccs2)cc1 (stereo unspecified)
→ -3.1, -0.4, -0.1, 8.0, 3.5, 9.2, -4.0, -1.8, 10.3, -4.2
c1ccc(CN(CC2=NCCN2)c2ccccc2)cc1
→ 1.4&3.6, 0.0&9.1, 0.0&-0.5, 8.0&12.9, -2.4&-4.2, 7.6&13.1, 8.7&-3.3, 1.2&-5.7, 0.3&2.6, -4.6&2.9
CCOc1ccccc1C(N)=O
→ -3.0, -2.1, 0.0, -7.7, -5.5, 0.7, -0.9, -0.9, 1.7, 3.3
CC(=O)NC(Cc1ccccc1)C(=O)O (stereo unspecified)
→ 0.4, -0.9, -2.1, -3.6, -8.0, 2.7, 1.5, 1.6, 2.3, -0.2
CCCNC(C)C(=O)Nc1c(C)csc1C(=O)OC (stereo unspecified)
→ -1.2, 3.5, -0.7, -8.1, 10.1, 4.7, 2.1, -1.1, 1.5, 4.0
CCOc1ccc(NC(=O)Cn2cc(C(=O)c3ccco3)c3ccccc32)cc1
→ -8.7, -3.1, -1.9, -3.6, 2.3, 6.4, -3.0, -1.0, 2.7, x
C=CC1=C(C(=O)O)N2C(=O)[C@@H](NC(=O)/C(=N\O)c3csc(N)n3)[C@H]2SC1 (stereo in doubt)
→ 2.5, -1.5, -0.8, -0.3, -2.3, -5.3, 3.2, 6.6, -4.3, -2.4
OCCN1CCN(CCCN2c3ccccc3Sc3ccc(Cl)cc32)CC1
→ 4.6, -0.6, 0.2, 6.5, 6.0, -13.7, 3.4, 0.6, -3.1, -1.0
O=C(NCCc1c[nH]c2ccccc12)c1cccnc1
→ 2.7, 0.3, 0.0, -3.7, -8.6, 29.0, -1.4, 1.3, 3.4, 4.9
C[C@]12CCC(=O)C=C1CC[C@@H]1[C@@H]2CC[C@@]2(C)[C@H]1CC[C@]2(O)C(=O)CO
→ -0.1, -0.8, -0.4, 2.4, 14.9, 14.7, 0.2, -0.1, 4.8, -1.3
Cc1nc2ccccn2c(=O)c1CCN1CCC(C(=O)c2ccc(F)cc2)CC1
→ 4.3, 0.5, -1.9, -7.0, 5.5, 16.0, -3.5, 0.7, 5.4, 3.8
OC(C#CCN1CCCC1)(c1ccccc1)c1ccccc1
→ -1.1, 2.4, -1.5, -7.5, -3.2, 11.0, -1.1, 1.3, -6.8, -5.7
CN1CCOC(c2ccccc2)c2ccccc2C1 (stereo unspecified)
→ -0.2, -4.2, -0.2, -9.9, -1.8, x, -2.7, -0.4, 2.3, -3.9
CCN(CC)CCNC(=O)c1cc(Cl)c(N)cc1OC
→ 3.4, 0.3, -0.4, 5.0, -5.9, 13.1, -1.9, -0.6, 3.0, -4.9
COc1cc2c(c(OC)c1OC)-c1c(cc3c(c1OC)OCO3)[C@@H](OC(C)=O)[C@H](C)[C@H](C)C2
→ -5.3, -0.2, -1.4, -8.2, -7.9, 17.7, -0.7, 1.3, -9.5, -0.1
CC(=O)Nc1ccc(C(=O)O)cc1
→ -3.5, -0.7, 0.5, -4.3, -6.8, 30.5, -1.3, -0.2, 0.1, 0.7
Cn1c(=O)c2c(ncn2CC2OCCO2)n(C)c1=O
→ -6.0, -6.6, -0.2, -5.6, -2.2, 8.9, -2.7, -2.0, -5.4, 8.9
CCN(CC)CCOC(=O)C1(c2ccccc2)CCCC1
→ -1.1, -5.1, -2.0, -3.6, 5.0, 8.4, -4.2, 2.1, -8.0, -3.8
CCOc1ccc(C(=O)OCCN(CC)CC)cc1
→ 4.3, -0.1, -1.0, -4.5, -3.9, 7.2, 0.8, -1.9, 2.5, -1.4
CC1(C)Cc2c(sc(NC(=S)NC(=O)c3ccccc3)c2C(=O)O)CO1
→ 9.7, 0.0, -3.0, -7.1, -13.9, 6.9, -2.3, 1.9, -3.0, 0.1
COc1ccc(C(=O)CC(=O)c2ccc(C(C)(C)C)cc2)cc1
→ -8.8, -0.8, -0.8, 10.8, -30.6, -12.7, -3.9, -1.3, 4.5, -6.5
CC(=O)c1ccc(S(=O)(=O)NC(=O)NC2CCCCC2)cc1
→ 2.5, -1.3, -0.9, 0.7, 11.8, 17.2, 3.5, -0.9, 9.8, -7.6

Sorted by SMILES length (largest number first): some entries from above
The line under a structure holds: DAGLB inhibitor, Keap1-Nrf2 PPI, CAL PDZ FP-1, Rtt109 Vps75, RTF Ca sens inh, SR-BI uptake up, cardiac RTF act, LANA DNA inh, PKA-R2B activ, CAL PDZ FP-2
CC(C(=O)O)c1ccc(C(=O)c2cccs2)cc1 (stereo unspecified)
→ -3.1, -0.4, -0.1, 8.0, 3.5, 9.2, -4.0, -1.8, 10.3, -4.2
CCCNC(C)C(=O)Nc1c(C)csc1C(=O)OC (stereo unspecified)
→ -1.2, 3.5, -0.7, -8.1, 10.1, 4.7, 2.1, -1.1, 1.5, 4.0
c1ccc(CC2=NCCN2)cc1
→ -1.1, -3.5, -0.3, 2.7, 2.6, 19.7, 1.4, 2.6, 1.9, -2.4

Screening results (PubChem)
